D1 ag: Allosteric Agonists of the Human D1 Dopamine Receptor: qHTS; D(1A) dopamine receptor (Homo sapiens), P21728; HEK293 T-REx D1 cells, calcium flux, agonist mode; activation, % at 2 µM; 360,000 tested, 1% active; AID 504660, 2011; further: 0% is about no effect
Target sequence (P21728 whole entry, looked up): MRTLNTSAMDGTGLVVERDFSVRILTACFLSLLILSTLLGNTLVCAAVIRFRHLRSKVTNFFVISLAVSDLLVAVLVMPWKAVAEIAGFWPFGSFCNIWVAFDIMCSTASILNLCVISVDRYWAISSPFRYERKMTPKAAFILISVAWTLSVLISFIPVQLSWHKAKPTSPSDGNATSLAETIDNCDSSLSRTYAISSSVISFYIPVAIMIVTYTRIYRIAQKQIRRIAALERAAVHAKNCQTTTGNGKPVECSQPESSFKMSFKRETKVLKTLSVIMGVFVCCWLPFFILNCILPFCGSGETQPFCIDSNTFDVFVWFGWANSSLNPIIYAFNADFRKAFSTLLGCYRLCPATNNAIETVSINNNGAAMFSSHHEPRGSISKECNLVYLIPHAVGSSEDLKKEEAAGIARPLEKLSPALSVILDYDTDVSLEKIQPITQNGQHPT
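Tetracycline-induced HEK293 TREx D1 cells, force-coupled to calcium signalling, were dye-loaded with a no-wash calcium kit. Compound was pin-added after a 10 s baseline. Fluorescence was read kinetically at 1 cycle/s for 180 s, with calcium rises flagged as agonism.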
D2 PAM: HTS Assay for Positive Allosteric Modulators of the Human D2 Dopamine Receptor: Primary Screen for Potentiators; 340,000 tested, 0.34% active; HEK293 T-REx D2, calcium flux, EC20 dopamine potentiation; potentiation, % at 10 µM; AID 485347, 2010;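 active means potentiation over 3 SD above the plate norm, cut at about 30% in these data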; further: 0% is about no effect
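Using a no-wash calcium dye in inducible, force-coupled HEK293 Trex cells expressing D2, we tracked fluorescence each second for 180 s after compound, then for 180 s after EC20 dopamine to detect augmented signalling.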
D1 PAM: Potentiators of Human D1 Dopamine Receptor: qHTS. D(1A) dopamine receptor (Homo sapiens), P21728. HEK293 TREx D1 cells, calcium flux, dopamine EC20 potentiation. potentiation, % at 10 µM. 360,000 tested, 0.036% active; in the data active means potentiation above about 30%; further: 0% is about no effect
D2 antag: HTS Assay for Allosteric Antagonists of the Human D2 Dopamine Receptor: Primary Screen for Antagonists. D(2) dopamine receptor (Homo sapiens), P14416. HEK293 TREx D2 cells, calcium flux, dopamine EC80. inhibition, % at 10 µM. 340,000 tested, 2% active; in the data active means inhibition above about 30%; further: 0% is about no effect
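In this primary screen, negative modulation is detected by tracking calcium flux after an EC80 dopamine challenge in inducible HEK293 T-REx D2 cells preexposed to test compound for 180 s.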
D2 agonist: HTS Assay for Allosteric Agonists of the Human D2 Dopamine Receptor: Primary Screen for Agonists. D(2) dopamine receptor (Homo sapiens), P14416. activation, % at 2 µM. HEK293 T-REx D2 cells, calcium flux agonist mode. AID 485358, 2010. 340,000 tested, 0.53% active;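 active means activation over 3 SD above normal in the single-dose calcium agonist read, cut at about 30% in these data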; further: 0% is about no effect
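Tetracycline-induced HEK293 T-REx cells with force-coupled D2 receptor, plated overnight at 30 C, loaded with no-wash calcium dye. After a 10 s baseline, compound was pin-added and calcium flux read kinetically for 180 s; calcium rises flagged agonists.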
D1 antagonist: Antagonist of Human D 1 Dopamine Receptor: qHTS | D(1A) dopamine receptor (Homo sapiens), P21728 | HEK293 TREx D1 cells, calcium flux, dopamine EC80; stronger effect = lower value | activity change, negative = inhibition, % at 10 µM | 360,000 tested, 3.2% active | AID 504652, 2011; in the data active means activity change below about -30%; further: on the % scale 0 is the no-effect control and ±100 the full control effect
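Calcium flux readout: force-coupled, inducible Hek293 Trex D1 line, cells induced overnight at 30 C with tetracycline, dye-loaded 30–90 min at RT. Antagonism scored against EC80 dopamine challenge given 180 s after compound.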
TRHR ag: qHTS for Small Molecule Agonists and Allosteric Enhancers of Human TRH Receptor: Primary Screen for Agonists; AID 493084, 2011; Thyrotropin-releasing hormone receptor (Homo sapiens), P34981; 360,000 tested, 0.18% active; TRHR cells, calcium flux fluo-8, FDSS agonist mode; activation, % at 2 µM; further: 0% is about no effect
Target sequence (P34981 whole entry, looked up): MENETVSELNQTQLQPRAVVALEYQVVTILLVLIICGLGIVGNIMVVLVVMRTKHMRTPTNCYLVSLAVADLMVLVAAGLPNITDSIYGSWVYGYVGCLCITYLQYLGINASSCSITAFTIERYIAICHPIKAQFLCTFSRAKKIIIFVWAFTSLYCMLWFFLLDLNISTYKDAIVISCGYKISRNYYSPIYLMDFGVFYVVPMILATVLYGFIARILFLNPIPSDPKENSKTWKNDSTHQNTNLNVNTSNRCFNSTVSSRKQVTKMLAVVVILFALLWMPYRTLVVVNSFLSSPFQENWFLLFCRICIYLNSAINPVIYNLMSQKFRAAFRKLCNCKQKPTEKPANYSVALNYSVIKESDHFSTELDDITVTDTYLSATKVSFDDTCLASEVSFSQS
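Fluo-8-loaded TRHR cells; 10 s baseline, compound added, kinetic Ca2+ fluorescence read 1/s, agonist mode.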
TRHR enhancer: qHTS for Small Molecule Agonists and Allosteric Enhancers of Human TRH Receptor: Primary Screen for Enhancers; Thyrotropin-releasing hormone receptor (Homo sapiens), P34981; TRHR cells, fluo-8 calcium fluorescence, EC20 TRH enhancement; enhancement, % at 2 µM; 360,000 tested, 0.66% active; AID 493056, 2011; in the data active means enhancement above about 30%; further: 0% is about no effect
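Enhancer read-out: after compound pinning and an initial kinetic agonist-mode read, an EC20 of TRH (10 nM final) was injected and fluo-8 calcium signal (Ex 480/Em 530) followed at 1 s/cycle for 100 cycles in TRHR-expressing cells.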
RXFP1 antagonist: qHTS Assay for Antagonists of the Relaxin Receptor RXFP1 | Relaxin receptor 1 (Homo sapiens), Q9HBX9 | HEK293-RXFP1, relaxin-stimulated cAMP HTRF, 30 min; stronger effect = lower value | activity change, negative = inhibition, % at 57.5 µM | 350,000 tested, 0.59% active | AID 1259400, 2018;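 active means activity change of -60% or lower, but not beyond a set lower limit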; further: on the % scale 0 is the no-effect control and ±100 the full control effect
An asterisk follows results filed as active; . = not tested or not shown. Unless noted, no stated cut-off is given here; in the data, active means activation above about 30%; inactive means the rest.

Structure	D1 ag	D2 PAM	D1 PAM	D2 antag	D2 agonist	D1 antagonist	TRHR ag	TRHR enhancer	RXFP1 antagonist
O=C(N=C1SC2CS(=O)(=O)CC2N1c1ccccc1)C1CC1 (stereo not drawn)	0.8	.	3.0	.	.	-11.5	0.6	-2.6	-3.6
S=C(NCc1ccccc1)NCc1cccc(CNC(=S)NCc2ccccc2)c1	7.8	-8.2	-8.1	-9.6	1.4	-18.8	1.2	25.2	-5.7
Cc1ccc(-c2nnc(SCC(=O)N3CCCc4ccccc43)o2)cc1	1.6	0.6	-3.2	.	.	-24.1	-0.6	-1.5	-8.7
CCC(=O)c1ccc(N2CCN(C(=O)c3ccccc3)CC2)c(F)c1	11.6	-2.8	-4.0	-14.6	-2.1	6.8	-1.1	-4.6	6.8
Cc1cc(OC(=O)c2ccc(C)c(C)c2)c([N+](=O)[O-])c(=O)[nH]1	-0.4	2.9	-1.8	-12.0	0.8	-0.1	-0.1	1.3	1.9
CCC(=O)Nc1ccc2c(c1)C(=O)c1ccccc1C2=O	0.3	-16.6	-2.8	0.8	1.3	-2.7	-0.1	4.2	-6.8
COC(=O)C1=C(N)Oc2cc(C)n(CCN3CCOCC3)c(=O)c2C1c1cccnc1 (stereo not drawn)	-1.3	3.4	-1.7	-7.6	1.4	-7.3	0.0	-1.0	-4.2
COc1ccccc1NC(=O)C1=C(C)NC(SCC(=O)c2ccccc2)=C(C#N)C1c1ccco1 (stereo not drawn)	6.7	.	-0.2	12.0	2.1	-4.8	3.4	-5.9	3.7
CCOCCn1c(C)c(C(=O)OCC)c2cc(O)c3ccccc3c21	-0.8	-5.7	-4.8	19.8	0.6	-0.9	-1.1	7.2	-5.8
Cc1cc(-c2nc(C)c(-c3nnc(SCC(=O)Nc4ccc(Cl)cc4)n3C)s2)no1	1.4	8.9	1.3	-16.0	-0.2	-5.5	-0.3	2.5	-29.4
CC1CCCC(NC(=O)NC(=O)COC(=O)C2=NN(c3ccccc3)C(=O)CC2)C1C (stereo not drawn)	-1.1	-2.8	2.3	0.5	-0.2	-6.5	-1.1	-1.1	5.3
O=C(NCCCCO)c1ccc2c3c(cccc13)CC2	0.4	-2.7	0.9	-0.5	0.0	-0.5	-0.2	7.0	11.0
CC(CN1CCN(C)CC1)OC(=O)c1ccc(F)cc1 (stereo not drawn)	1.1	-0.6	2.9	15.7	-0.1	-12.1	-0.2	0.5	-5.1
Cc1ncoc1C(=O)N1CCCC(C(=O)c2ccc(Oc3ccccc3)cc2)C1 (stereo not drawn)	3.5	6.0	-7.0	12.6	1.3	-28.2	-0.5	-4.2	5.6
O=C(N/N=C/c1c(O)n(-c2ccc(Cl)cn2)c(=O)c2ccccc12)c1ccncc1	44.5*	-4.9	-8.8	-15.2	25.0	-6.0	38.2*	6.3	-1.2
CCOC(=O)c1ccc(NC(=O)c2ccc(OC(C)C)c(OC)c2)cc1	0.1	-4.2	-12.7	-1.9	0.2	-32.1*	-1.4	-4.1	-23.3
CCCCN(CCO)CCCC	-0.9	7.8	0.3	-2.9	0.2	.	0.6	-3.3	.
CC(C)Cn1c(-c2ccccc2)nc(=S)c2c1CCCC2	-1.1	3.2	-2.5	5.8	0.9	12.9	0.0	-0.4	1.3
Cc1ccc(-c2nnc3c4ccccc4c(C)nn23)cc1S(=O)(=O)N1CCN(CCO)CC1	-1.8	21.1	5.1	-14.7	0.9	-6.4	0.4	0.9	-12.6
O=C(c1ccc2c3c(cccc13)CC2)C1CCCN(Cc2ccc(OCCO)cc2)C1 (stereo not drawn)	26.7	-31.9	-4.8	30.8*	0.3	-1.7	5.6	7.2	-21.4

Not a retest: an excerpt of the list.
Structure	D1 ag	D2 PAM	D1 PAM	D2 antag	D2 agonist	D1 antagonist	TRHR ag	TRHR enhancer	RXFP1 antagonist
CCCCN(CCO)CCCC	-0.9	7.8	0.3	-2.9	0.2	.	0.6	-3.3	.
CC(C)Cn1c(-c2ccccc2)nc(=S)c2c1CCCC2	-1.1	3.2	-2.5	5.8	0.9	12.9	0.0	-0.4	1.3
Cc1ccc(-c2nnc3c4ccccc4c(C)nn23)cc1S(=O)(=O)N1CCN(CCO)CC1	-1.8	21.1	5.1	-14.7	0.9	-6.4	0.4	0.9	-12.6
O=C(c1ccc2c3c(cccc13)CC2)C1CCCN(Cc2ccc(OCCO)cc2)C1 (stereo not drawn)	26.7	-31.9	-4.8	30.8*	0.3	-1.7	5.6	7.2	-21.4

Next section.
Structure	D1 ag	D2 PAM	D1 PAM	D2 antag	D2 agonist	D1 antagonist	TRHR ag	TRHR enhancer	RXFP1 antagonist
CCCNC(=O)COC(=O)c1ccc(-c2ccccc2)cc1	12.9	-4.1	-6.2	5.7	0.4	-10.9	0.0	-1.4	-5.2
COCc1cc(=O)n2[nH]c(C)cc2n1	3.6	0.9	6.8	.	.	-2.7	0.3	-4.2	-4.1
O=C(NCc1ccco1)C(c1ccccc1F)N(CC1CCCO1)C(=O)Cn1nnc2ccccc21 (stereo not drawn)	0.2	5.3	-2.8	-14.3	-0.2	-14.0	0.1	-1.3	-1.8
COc1ccc(OC)c(NC(=O)C2CCC(CNc3c(N4CCC(C)CC4)c(=O)c3=O)CC2)c1 (stereo not drawn)	2.7	-3.8	.	-22.9	-1.6	-1.7	-1.1	2.9	.
Cc1onc(-c2ccccc2)c1C(=O)NC(=S)NNC(=O)c1ccncc1	2.0	3.3	2.0	2.5	-1.5	-1.6	-1.9	10.9	-11.8
CC(=O)c1ccc(N2CCN(S(=O)(=O)c3c(C)nc4sc(C)cn4c3=O)CC2)cc1	1.5	3.9	-0.2	.	.	-12.2	-0.1	2.7	-6.3
COc1ccc(NC(=O)/C=C\C(=O)N(c2ccc(C(C)C)cc2)C(C(=O)NCc2ccco2)c2ccc(C)cc2)cc1 (stereo not drawn)	1.0	-1.2	-0.8	.	0.5	-1.7	-0.3	3.0	-7.2
O=C(COc1ncnc2ccccc12)c1ccc2c(c1)OCCO2	9.9	0.3	0.4	-11.4	-0.2	1.7	-0.4	5.0	6.7
CCN(C(=O)CSc1nc(-c2cccs2)nc2ccccc12)C1CCS(=O)(=O)C1 (stereo not drawn)	1.4	0.6	-5.7	-15.0	-0.7	8.3	0.1	2.8	-20.2
COC(=O)c1ccc([N+](=O)[O-])cc1N1C(=O)C2C3CCC(C3)C2C1=O (stereo not drawn)	0.5	-0.7	-0.1	52.7*	-0.2	18.3	0.7	6.1	11.3
C/C(=N/Nc1ccc(F)cc1)c1ccc(Cl)s1	2.6	-0.8	0.0	5.9	0.3	18.4	0.3	0.0	-2.5
Cc1cccn2c(=O)c3cc(C(=O)NCCc4ccc(S(N)(=O)=O)cc4)n(C)c3nc12	2.0	8.3	0.3	.	0.4	13.8	-0.4	4.8	4.4
CSCCC(NC(=O)c1cccc(S(=O)(=O)N2CCOCC2)c1)C(=O)Nc1cccc(C)c1 (stereo not drawn)	1.4	-6.3	0.2	12.1	1.7	2.8	-0.4	-4.7	.
O=C(O)CSc1cn(Cc2ccccc2)c2ccccc12	2.8	14.2	-8.9	13.8	0.8	3.2	0.1	1.9	-3.4
O=C(NCc1ccccc1Cl)C(=O)NCC(c1cccs1)S(=O)(=O)c1ccccc1 (stereo not drawn)	2.7	21.0	-3.2	.	0.6	.	-0.4	0.4	.
CC1CCC(NC(=O)Cn2cc3c(n2)CCCC3)CC1 (stereo not drawn)	-0.4	2.7	-7.4	5.0	0.8	-22.3	0.1	-0.8	7.0
CCOc1cc(S(=O)(=O)NCc2ccncc2)c(C)cc1C	2.2	-0.6	-8.0	-25.4	2.0	.	-0.3	7.3	26.5
CCN(CC(=O)NCc1ccc(F)cc1)C(=O)/C=C/c1cc(OC)ccc1OC	-0.3	-6.4	-6.0	7.1	-6.1	-0.5	-1.9	1.2	1.2
Cc1ccc(CN(C)C(=O)CCc2nc3sc4c(c3c(=O)[nH]2)CCCC4)o1	-1.4	15.1	-5.6	2.5	-0.4	-6.9	0.2	4.3	-34.1
Cc1ccc(S(=O)(=O)c2nc(-c3ccc(F)cc3)oc2SCC(=O)c2ccccc2)cc1	1.6	-16.0	0.0	.	1.5	-8.1	0.9	6.7	-11.6
CN(C)/C=N/c1cc(=O)n(C)c(=O)n1CC1CC1	0.7	-3.6	-3.0	8.8	-0.5	-4.1	0.3	-4.4	.
COc1cc(=O)[nH]c(SC(C)C(=O)Nc2ccc3ccccc3c2)n1 (stereo not drawn)	-0.3	37.1*	-6.1	.	.	5.6	0.0	5.6	-8.6
O=C(CSCc1ccc(Cl)cc1)Nc1ccc(-c2nnc(-c3ccccc3)o2)cc1	3.8	3.1	0.3	-3.8	0.2	11.6	0.1	5.4	.
Cc1cccc(-n2c(SCC(=O)NCc3ccco3)nnc2-c2ccco2)c1	-1.7	6.9	2.4	2.3	-0.2	0.0	-0.1	-11.0	-3.3
COc1ccccc1OCc1ccc(C(=O)Nc2cc(OC)c(OC)c(OC)c2)o1	-0.4	-5.0	-5.9	-1.2	-0.1	-0.2	-1.3	-3.6	-2.1
